Assay outcomes from PubChem BioAssay.
S1P2 agonist – S1P2 receptor agonists, primary screen, cell-based. hit rate 0.46% among 97,000. S1P2-expressing cell line, agonist reporter read-out. activation, % at 4.5 µM. Sphingosine 1-phosphate receptor 2 (Homo sapiens), O95136; in the data active means activation above about 16%;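 further: 0% = vehicle low control and 100% = maximal reference agonist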
Target sequence (O95136 whole entry, looked up): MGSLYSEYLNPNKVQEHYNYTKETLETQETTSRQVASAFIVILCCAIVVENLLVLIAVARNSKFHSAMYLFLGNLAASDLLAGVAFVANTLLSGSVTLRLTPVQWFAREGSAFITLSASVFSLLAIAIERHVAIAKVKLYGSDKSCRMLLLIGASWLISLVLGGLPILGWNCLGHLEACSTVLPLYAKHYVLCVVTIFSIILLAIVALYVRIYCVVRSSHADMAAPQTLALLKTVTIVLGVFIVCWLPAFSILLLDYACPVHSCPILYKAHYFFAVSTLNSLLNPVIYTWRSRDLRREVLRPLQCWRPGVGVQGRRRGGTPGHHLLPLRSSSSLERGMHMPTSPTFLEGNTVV
PostGolgi yeast – phenotypic screen on post-Golgi transport, primary screen; post-Golgi transport phenotypic cell assay; inhibition, % at 10 µM; hit rate 0.9% among 98,000;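 further: yeast cells grown in 1536-well plates; yeast grown about 18 h at 30C before absorbance read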
sEH inh – soluble epoxide hydrolase inhibitors, primary screen, biochemical, human sEH | Bifunctional epoxide hydrolase 2 (Homo sapiens), P34913 | recombinant human sEH enzymatic activity assay | inhibition, % at 2 µM | hit rate 0.34% among 91,000; in the data active means inhibition above about 80%; further: values of inactives mirror those of a sister screen read the other way; many of its hits are not listed in these tables
PLAP act – PLAP enzyme activators, biochemical, luminescence, HTS; Alkaline phosphatase, placental type (Homo sapiens), P05187; purified PLAP enzyme, luminescent substrate read-out; stronger effect = higher value; activation fold at 20 µM; hit rate 1.2% among 96,000; AID 696, 2007; in the data active means activation fold above about 2
sEH act – soluble epoxide hydrolase activators, primary screen, biochemical, human sEH; purified human sEH enzymatic activity, activator screen; activation, % at 2 µM; hit rate 0.04% among 91,000; AID 717, 2007; in the data active means activation above about 37%; further: values of inactives mirror those of a sister screen read the other way
Ecoli WT expand – growth inhibitors of wild-type E. coli, primary screen, strain BW25113, expanded library, OD600 | OD600 absorbance | hit rate 0.15% among 98,000 | AID 710, 2007 | growth inhibition, % at 100 µM;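 active means growth inhibition above about 50% at one test dose, limit read from the data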;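 further: growth measured after 20 h incubation at 37 °C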
Mac1 fbg inh – inhibitors of CD11b/CD18 adhesion to fibrinogen, primary screen, K562 cells, luminescence. Integrin beta-2 (Homo sapiens) + Integrin alpha-M (Homo sapiens), P05107+P11215. hit rate 0.54% among 93,000. ATPlite luminescence; Mn2+ added to activate the integrin. inhibition, % at 10 µM. AID 1497, 2009;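 active means primary inhibition of 50% or more at 10 µM, then 40% or more on retest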; further: some results filed as inactive read as strong as hits
Target sequence (P05107 whole entry, looked up, other chains not shown): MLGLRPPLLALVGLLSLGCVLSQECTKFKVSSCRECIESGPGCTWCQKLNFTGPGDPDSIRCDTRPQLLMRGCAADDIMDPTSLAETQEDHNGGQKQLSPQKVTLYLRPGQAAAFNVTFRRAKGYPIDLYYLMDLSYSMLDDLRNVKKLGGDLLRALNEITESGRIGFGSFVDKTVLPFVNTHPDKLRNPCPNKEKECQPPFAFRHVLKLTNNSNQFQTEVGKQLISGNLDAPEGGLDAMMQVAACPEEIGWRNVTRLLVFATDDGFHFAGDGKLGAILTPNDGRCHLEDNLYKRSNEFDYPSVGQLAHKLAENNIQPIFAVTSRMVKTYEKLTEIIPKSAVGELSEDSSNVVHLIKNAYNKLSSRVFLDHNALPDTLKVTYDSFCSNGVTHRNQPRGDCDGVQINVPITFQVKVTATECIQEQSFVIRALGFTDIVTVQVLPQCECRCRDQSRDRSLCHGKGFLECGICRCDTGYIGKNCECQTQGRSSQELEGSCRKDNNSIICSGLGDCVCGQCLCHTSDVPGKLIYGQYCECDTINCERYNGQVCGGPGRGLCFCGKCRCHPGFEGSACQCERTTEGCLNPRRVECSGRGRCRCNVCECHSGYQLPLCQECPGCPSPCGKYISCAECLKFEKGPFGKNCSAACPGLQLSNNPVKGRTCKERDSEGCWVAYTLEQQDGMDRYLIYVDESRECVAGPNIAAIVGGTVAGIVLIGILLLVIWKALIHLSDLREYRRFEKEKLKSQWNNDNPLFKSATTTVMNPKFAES
PostGolgi ctrl – growth inhibition of yeast control strain, primary screen, counter-screen for post-Golgi transport modulator project. efflux-deficient yeast background strain, growth absorbance A615, 16 h. inhibition, % at 10 µM. hit rate 5% among 98,000. AID 738, 2007
S1P2 antag – human S1P2 receptor antagonists, primary screen, cell-based. Sphingosine 1-phosphate receptor 2 (Homo sapiens), O95136. cell-based S1P2 antagonist assay, inhibition at 5 uM. inhibition, % at 5 µM. AID 736, 2007. hit rate 0.21% among 97,000; in the data active means inhibition above about 45%;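 further: CRE beta-lactamase reporter cells expressing human S1P2 stimulated with S1P; 0% = agonist at EC80 alone and 100% = agonist plus reference antagonist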
* marks the source's active call; other numbers are inactive results; nt = not tested or not shown. Unless noted, no stated cut-off is given here; in the data, active means inhibition above about 30%; inactive means the rest.

SMILES	S1P2 agonist	PostGolgi yeast	sEH inh	PLAP act	sEH act	Ecoli WT expand	Mac1 fbg inh	PostGolgi ctrl	S1P2 antag
COc1ccc(OC)c(N(CC(=O)N2CCC(C)CC2)S(=O)(=O)c2ccc(OC)c(OC)c2)c1	-3	6	-10	1.5	11	5	0	18	5
Cc1cc(NC(=O)CSc2nnc(-c3ccncc3)n2N)ccc1Br	-5	14	-12	0.9	10	2	-1	-2	9
COC(=O)CCCC(=O)N1CCOCCN(C(=O)CCCC(=O)OC)CCOCC1	-5	5	-3	1.1	4	-6	10	-3	9
Cc1csc2ncc(C(=O)NC(C)c3ccccc3)c(=O)n12 (stereo not drawn)	-3	3	3	1.4	-4	1	-8	7	-26
Cc1cccc(-c2noc(-c3ccc(F)cc3)n2)c1	-3	-4	4	1.4	0	-4	70	11	-1
Cc1ccc(C)n1-c1cccc(C(=O)O)c1	nt	-4	nt	1.3	nt	-8	-10	-3	nt
O=C(COC(=O)c1cc[n+]([O-])cc1)Nc1ccc2c(c1)OCCO2	-3	-4	nt	0.9	nt	6	-14	-1	7
Cn1c(-c2ccc[nH]c2=O)nc2cc(Cl)ccc21	-2	2	-4	1	5	-4	nt	0	14
Cc1cccc(CSc2nc(N)c(C#N)c(-c3cccs3)c2C#N)c1	7	nt	0	nt	-1	nt	nt	nt	-59
COc1ccc(Cl)cc1C(=O)Nn1c(C)nc2ccccc2c1=O	-4	7	4	0.9	-4	-6	nt	4	26
Clc1ccccc1OCCn1cnc2ccccc21	nt	0	nt	1	nt	18	6	10	nt
Cc1nnc(OCC(=O)NCCC2=CCCCC2)c2ccccc12	-2	3	1	0.8	1	1	-6	13	-15
Brc1ccc(-c2noc(CCc3ccccc3)n2)o1	-5	-8	1	0.9	-4	10	-2	3	3
CCCn1c(SCC(=O)Nc2ccc(OCC)cc2)nnc1C(C)C	-6	nt	-13	nt	12	nt	nt	nt	19
O=C(NCCN1CCOCC1)C1CCN(c2ncnc3c2sc2cccc(F)c23)CC1	-4	-3	19	1.6	-16	0	28	8	2
Cc1cc(=O)[nH]c(=S)n1-c1ccccc1	-6	0	3	0.9	-3	-15	-36	0	-5
CC1(C)C(=O)C2(CCCCC2)C(=O)OC1c1cccs1 (stereo not drawn)	-3	2	-10	1	12	-4	34	19	10
COc1ccc2c(c1OC)C(=O)OC2Nc1ncc(Br)cc1Br (stereo not drawn)	0	-1	8	0.8	-6	7	-55	3	-3
CC(C)C(=O)NC(c1ccccc1Cl)c1c(O)ccc2ccccc12 (stereo not drawn)	-7	-9	-16	1	14	-1	-2	-3	9
CCOC(=O)Nc1ccc2c(c1)Sc1ccccc1N2C(=O)CCN1CCOCC1	0	-2	3	1.4	-3	2	-5	6	-30
CCOC(=O)c1ccc(NC(=O)CN2CCN(c3ccccc3)CC2)cc1	-3	-1	14	1	-10	-1	-3	4	2
O=C(NCCN1CCCCC1)c1c(O)c2ccccc2[nH]c1=O	nt	5	nt	1.6	nt	1	13	-14	nt
N#Cc1cc2c(=O)n3ccccc3nc2n(CCCN2CCOCC2)c1=O	nt	3	nt	1.2	nt	-1	-4	5	nt
COc1ccc(C2=Nc3cc(C)ccc3OC2)cc1	-7	0	-11	1	8	6	14	5	10
COc1ccc(/C=N/NC(N)=S)cc1OC(=O)c1cccc2ccccc12	-1	-17	2	1	-1	-12	nt	65*	2

Retrieved by compound from above:
SMILES	S1P2 agonist	PostGolgi yeast	sEH inh	PLAP act	sEH act	Ecoli WT expand	Mac1 fbg inh	PostGolgi ctrl	S1P2 antag
Cc1cc(NC(=O)CSc2nnc(-c3ccncc3)n2N)ccc1Br	-5	14	-12	0.9	10	2	-1	-2	9
N#Cc1cc2c(=O)n3ccccc3nc2n(CCCN2CCOCC2)c1=O	nt	3	nt	1.2	nt	-1	-4	5	nt
Cc1csc2ncc(C(=O)NC(C)c3ccccc3)c(=O)n12 (stereo not drawn)	-3	3	3	1.4	-4	1	-8	7	-26
Cc1ccc(C)n1-c1cccc(C(=O)O)c1	nt	-4	nt	1.3	nt	-8	-10	-3	nt

Next results
SMILES	S1P2 agonist	PostGolgi yeast	sEH inh	PLAP act	sEH act	Ecoli WT expand	Mac1 fbg inh	PostGolgi ctrl	S1P2 antag
Cn1c(N)c(C(=O)COC(=O)C23CC4CC(CC(C4)C2)C3)c(=O)n(C)c1=O	-2	16	2	1.9	-2	6	4	22	-22
Cc1cc(S(=O)(=O)N2CCCC2)ccc1OCC(=O)N1CCOCC1	-4	-6	-2	1	7	-5	-16	24	7
CCN(CC)C(=O)c1cn(CC)c(=O)c2cc(OC)c(OC)cc12	nt	-11	nt	0.9	nt	-1	4	1	nt
COc1cc(CN2CCC(C(=O)N3CCN(c4ccccc4F)CC3)CC2)ccc1O	-2	0	4	1.5	-1	1	-14	-3	2
CCCC1OC23CCCCC2C(C#N)(C(=N)O3)C1(C#N)C#N (stereo not drawn)	5	-2	-8	0.9	8	-3	-7	2	2
CCOC(=O)C1CCCN(S(=O)(=O)c2ccc(OC)cc2)C1 (stereo not drawn)	1	9	5	1.4	-6	-2	-3	13	-6
CCCCSc1nc2c(cc1C#N)CCC2	-2	-53	-14	1	13	8	-4	-5	-3
CCCSc1nc(NCc2ccco2)c2c3c(sc2n1)COC(C)(CC)C3 (stereo not drawn)	-4	-9	-2	1	6	-9	-24	7	-16
Cc1cc2cc(CNS(=O)(=O)c3ccc4ccccc4c3)ccc2n1C	0	0	19	1.1	-17	-13	67	6	1
O=C(CSc1nnc(-c2cccc(Cl)c2)o1)Nc1ccc2c(c1)OCCO2	-3	nt	5	nt	-5	nt	nt	nt	-31
Cc1c(CCOC(=O)CC23CC4CC(CC(C4)C2)C3)sc[n+]1Cc1ccccc1	-2	7	7	1.4	-6	19	21	17	-1
Cc1ccc(-c2nc3cccnc3o2)cc1NC(=O)COc1ccc(C(C)(C)C)cc1	-6	5	-12	1.4	11	5	-17	42*	7
CN(C(=O)c1cccnc1)c1nnc(-c2ccccn2)s1	-2	-9	-4	0.9	6	-1	-6	11	-14
CCc1nc2sc3c(c2c(=O)o1)CCCC3	-5	0	7	1.5	-6	1	-2	0	-33
CCOC(=O)N1CCN(C(=O)/C(=C/c2cccc3ccccc23)NC(=O)c2ccc(OC)cc2)CC1	-7	0	-5	1.5	8	-4	-22	2	3
Nc1ccc(-n2cnc3cc([N+](=O)[O-])ccc32)cc1	-3	16	-8	0.7	10	5	-8	17	2
Clc1cccc(Nc2ncnc3ccc(Br)cc23)c1	-4	9	8	1.1	-6	2	6	46*	-9
O=C(Cn1cc2c(n1)CCCC2)N1CCCC1	-5	3	1	0.9	-3	-1	-5	6	18
Cc1ccc(-n2cnc3scc(-c4cccs4)c3c2=O)cc1	0	nt	-1	nt	3	nt	nt	nt	-6
Cc1cccc(OCCOC(=O)C2CCN(S(=O)(=O)c3cccs3)CC2)c1	-2	-1	nt	1.2	nt	-4	5	21	8
Cc1cc(C)c2c3c(sc2n1)C(=O)N(C)CC(=O)N3	-1	4	-4	1.1	3	-6	-11	6	16
O=C(NCc1ccco1)C1CCN(C(=O)Cc2ccccc2)CC1	0	-2	2	0.9	-5	3	-36	11	-9
COc1cccc(C2CC(c3cccs3)Nc3ncnn32)c1 (stereo not drawn)	-11	3	9	0.9	-8	-1	nt	-3	13
O=C(Nc1ccc(Cl)cc1)N1CCN(c2ccccc2)CC1	1	nt	43	nt	-41	nt	nt	nt	-7
Cc1ccc(S(=O)(=O)c2ccc(C)cc2)cc1	-2	1	-19	0.8	15	2	-13	12	-21
SMILES	S1P2 agonist	PostGolgi yeast	sEH inh	PLAP act	sEH act	Ecoli WT expand	Mac1 fbg inh	PostGolgi ctrl	S1P2 antag
CCNc1nnc(-c2ccncc2)s1	-5	6	nt	0.9	nt	2	nt	0	3
CCOc1cc(C(=S)N2CCOCC2)ccc1O	-2	5	0	1.1	0	3	-24	-3	-1
CCOc1ccc(-c2nnn(CC(=O)NCc3ccc(OC)cc3)n2)cc1OCC	-3	21	6	0.8	-5	-6	-16	-6	12
Cc1cccc(NC(=O)CC2NCCNC2=O)c1 (stereo not drawn)	-3	-3	9	1	-8	-3	-18	6	-19
O=C(CSc1nnc2ccccn12)NCc1cccs1	nt	4	nt	0.9	nt	-2	-6	-5	nt
COC(=O)C1=C(C)N=C2SC(C)C(=O)N2C1c1cccs1 (stereo not drawn)	-6	17	nt	1.1	nt	1	-5	6	-3
CCN(CC)C(=O)CN1C(=O)C2(OCC(C)(c3ccccc3)CO2)c2ccccc21 (stereo not drawn)	-5	12	5	1.1	-2	-10	-5	31*	-2
CCC(C)NC(=O)c1c(N)n(/N=C/c2cccs2)c2nc3ccccc3nc12 (stereo not drawn)	11	-2	1	1.1	3	-11	12	-3	3
COc1ccc(N2CCN(C(c3ccccc3)c3nnnn3Cc3ccc(F)cc3)CC2)cc1 (stereo not drawn)	-10	-2	-13	1.6	13	-13	5	34*	9
COC(=O)c1ccccc1NC(=O)N1CSC[C@H]1C(=O)OC	-5	-1	-8	1.3	5	-1	9	4	1
COC(=O)CSc1nnc(CNC(=O)Cc2ccccc2)n1-c1ccccc1OC	-6	5	-8	1.1	6	-1	-18	-7	-18
COc1ccc(C2C=C(c3ccc(Br)cc3)Nc3nc(N4C(=O)CCC4=O)nn32)cc1 (stereo not drawn)	-6	0	-14	1.9	12	-8	-13	3	26
NC(=O)C1(S(=O)(=O)c2ccccc2)CCCCC1	-6	0	nt	1.1	nt	-1	-8	-3	2
Cn1c(=O)c2c(nc(CN3CCN(Cc4ccccc4)CC3)n2Cc2ccc(F)cc2)n(C)c1=O	nt	-5	nt	1.3	nt	2	3	9	nt
CC(=O)Nc1ccc(C(=O)OCC(=O)NC(=O)NC(C)(C)C)cc1	-7	-6	-3	0.9	2	1	2	2	-3
Cc1nc(C)c2c(c1C(F)(F)F)-c1ccccc1C2(F)F	0	-5	-1	1	0	-1	2	11	-15
CC(C)(C)c1ccc(S(=O)(=O)NC(Cc2ccccc2)C(=O)O)cc1 (stereo not drawn)	-6	3	-6	1.5	5	4	20	-5	-5
CCc1nnc(NC(=O)C(C)C)s1	-3	4	-6	1	7	-2	-4	-6	-33
CCC(=O)c1ccccc1OCCN1C(=O)NC(C)(C)C1=O	-2	-2	-7	1.2	10	-7	10	7	-5
COC(=O)c1cccc(S(=O)(=O)N2CCCCC2)c1	-6	0	5	0.8	-7	3	-17	22	17
Cn1c(SCCOc2ccccc2Cl)nnc1-c1cccs1	1	nt	10	nt	-6	nt	nt	nt	-10
COc1ccc(NC(=O)CSc2nnc(-c3ccccc3C)n2C)cc1	0	1	2	0.7	-4	4	-1	0	11
CC1(C)CC(=O)C2=C(C1)NC(SCC(=O)Nc1ccccc1)=C(C#N)C21CCCCC1	-8	0	-7	0.8	8	0	0	3	-13
COc1ccccc1-c1noc(CCC(=O)Nc2cc(C(F)(F)F)ccc2Cl)n1	-4	-5	34	0.7	-35	-5	9	11	6
COc1ccccc1NC(=O)CCN1CCN(Cc2ccccc2)CC1	-1	4	-8	2*	8	-16	4	8	6
SMILES	S1P2 agonist	PostGolgi yeast	sEH inh	PLAP act	sEH act	Ecoli WT expand	Mac1 fbg inh	PostGolgi ctrl	S1P2 antag
C=CCn1c(NCc2cc(C)ccc2O)nc2ccccc21	-7	-2	-4	0.9	1	0	1	5	0
CCOc1ccc(NC(=O)CN2CCN(CC(=O)Nc3cc(OC)cc(OC)c3)CC2)cc1	nt	2	nt	1.7	nt	-5	19	-3	nt
COc1ccc(C(=O)OCc2cc3cccc(C)c3[nH]c2=O)cc1	-10	-4	1	1.1	-4	-6	12	-3	18
CCC(c1nnnn1CC1CCCO1)N(CCN1CCOCC1)Cc1cc2cc(C)ccc2[nH]c1=O (stereo not drawn)	-6	-19	-10	1.5	10	11	13	-3	7
CC1=CCC2C(=O)N(c3ccc(C)cc3)C(=O)C2C1 (stereo not drawn)	0	-1	-4	1.1	3	-2	-6	5	-38
O=C(CN1C(=O)c2ccccc2C1=O)Nc1ccc(-c2nc3ccccc3o2)cc1	-4	-13	-2	1.4	3	-3	3	-8	-15
